H9c2 protect: cardioprotection against H2O2-induced cell death, primary screen, uHTS, H9c2 cells, ATPLite luminescence | 0.63% of 360,000 active | protection from H2O2 cell death, % at 20 µM | AID 588492, 2011 | H9c2 cardiomyocytes, H2O2 injury protection, 2 h;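 active = compounds giving at least 50% protection of heart cells from peroxide-induced death in the single-dose screen, raw or plate-pattern-corrected value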;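 note: 0% = DMSO wells with peroxide and 100% = DMSO wells without peroxide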
CaV13 ICDI inh: Disruptors of the CACNA1D IQ motif to Ca2+-dependent inactivation inhibitor domain association, primary screening, Förster resonance energy transfer in intact living …; 0.098% of 340,000 active; inhibition, % at 12.3 µM; HEK cells, CFP/YFP FRET ICDI-IQ, plate reader, 10 min; percent FRET-ratio fall versus neutral wells;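 active = mean replicate inhibition of at least 30% and at least 1% of replicates passing that level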;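 note: 0% = median of the neutral control wells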
ABCB6 inh MLPCN: ABCB6 transporter inhibitors, primary screen, K562-ABCB6 cells, flow cytometry, MLPCN library. ATP-binding cassette sub-family B member 6 (Homo sapiens), Q9NP58. K562-ABCB6 porphyrin accumulation, 1 h; stronger effect = lower value. fluorescence ratio to DMSO, % at 10 µM. 0.19% of 360,000 active;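 active = fluorescence ratio to DMSO below 75%, the collection mean minus 3 SD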;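 note: signal is porphyrin accumulated inside mitochondria; 100% equals median channel fluorescence of DMSO control wells; lower ratio means ABCB6 inhibition with less porphyrin fluorescence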
PDI inh: inhibitors of human PDI, primary screen, biochemical, turbidity, single point, plate reader. PDI insulin aggregation turbidity, A650, 90 min. 0.052% of 350,000 active. Protein disulfide-isomerase (Homo sapiens), P07237. inhibition, % at 10 µM;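 active = mean inhibition across replicates of 30% or more, whatever share of single replicates reach that level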;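 note: absorbance from insulin aggregation driven by PDI reduction with DTT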
Target sequence (P07237 whole entry, looked up): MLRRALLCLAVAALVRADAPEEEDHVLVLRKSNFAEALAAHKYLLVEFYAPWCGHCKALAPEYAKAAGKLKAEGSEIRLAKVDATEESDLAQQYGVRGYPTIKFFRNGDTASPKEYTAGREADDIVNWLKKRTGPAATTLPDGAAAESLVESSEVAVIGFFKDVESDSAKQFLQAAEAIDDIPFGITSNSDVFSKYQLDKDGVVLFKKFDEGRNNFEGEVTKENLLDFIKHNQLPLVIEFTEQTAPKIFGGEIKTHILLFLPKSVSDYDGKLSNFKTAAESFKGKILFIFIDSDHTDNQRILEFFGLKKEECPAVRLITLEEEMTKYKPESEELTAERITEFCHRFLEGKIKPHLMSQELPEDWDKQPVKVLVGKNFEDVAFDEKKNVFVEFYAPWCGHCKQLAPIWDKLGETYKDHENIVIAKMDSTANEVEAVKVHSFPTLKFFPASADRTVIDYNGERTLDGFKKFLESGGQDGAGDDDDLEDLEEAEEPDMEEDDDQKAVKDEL
aDG glyco up: activators of alpha-DG glycosylation, primary screen, uHTS, Pro5-aDG cells, AlphaScreen | activation, % at 10 µM | alpha-DG glycosylation AlphaScreen (IIH6); 0% Pro5, 100% B10-LARGE cell signal | AID 624168, 2012 | 0.22% of 360,000 active;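 active = activation of at least 8% versus controls, or a plate z-score of at least 8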;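 note: Pro5 are CHO cells carrying HIG-tagged alpha-DG that lacks glycosylation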
Granule exo inh: LAMP-1 surface exposure blockers, TALL-104 cells – cell-based, flow cytometry, MLPCN library, primary screen. TALL-104 LAMP-1 surface exposure; cells stimulated with thapsigargin and PMA. inhibition, % at 10 µM. 0.66% of 360,000 active. AID 651702, 2012;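 active = inhibition above about 55%, limit read from the data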
iPSC survival up: enhancers of single-cell hiPSC survival, primary screen, ATPlite luminescence; 100% = ROCK inhibitor wells, 0% = DMSO; survival enhancement, % at 20 µM; 0.044% of 360,000 active; AID 602274, 2012; in the data active = survival enhancement above about 18%;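 note: cells exposed to compounds for 16 hours before the ATP read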
N-glyco inh: increase of ERlucT glycosylation luciferase signal, primary screen, N-linked glycosylation inhibitor project, D54 ERlucT cells, luminescence, set 2. AID 588692, 2011. 0.23% of 360,000 active. reporter increase, % at 12.5 µM. D54 ERlucT glycosylation luciferase reporter, 24 h; percent of 100 nM tunicamycin response;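 active = mean luciferase reporter signal, scaled so untreated is 0 and the glycosylation-blocking control 100, at or above a set limit in every replicate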;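 note: luciferase carries N-glycosylation sites so blocking glycosylation raises the light; 0% = median of neutral control wells and 100% = median of 100 nM tunicamycin wells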
m5-HT2A agonist: mouse Htr2a agonists via beta-arrestin recruitment, primary screen, cell-based, luminescence; CHO-K1 mHTR2A beta-arrestin complementation; percent of 30 µM serotonin response; 0.66% of 360,000 active; activation, % at 7.6 µM;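 active = activation above a run cutoff, the mean activation of all tested compounds plus 3 SD, cut at about 14% in these data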;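 note: 0% = plate median of compound wells and 100% = 30 µM serotonin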
Target sequence (P35363 whole entry, looked up): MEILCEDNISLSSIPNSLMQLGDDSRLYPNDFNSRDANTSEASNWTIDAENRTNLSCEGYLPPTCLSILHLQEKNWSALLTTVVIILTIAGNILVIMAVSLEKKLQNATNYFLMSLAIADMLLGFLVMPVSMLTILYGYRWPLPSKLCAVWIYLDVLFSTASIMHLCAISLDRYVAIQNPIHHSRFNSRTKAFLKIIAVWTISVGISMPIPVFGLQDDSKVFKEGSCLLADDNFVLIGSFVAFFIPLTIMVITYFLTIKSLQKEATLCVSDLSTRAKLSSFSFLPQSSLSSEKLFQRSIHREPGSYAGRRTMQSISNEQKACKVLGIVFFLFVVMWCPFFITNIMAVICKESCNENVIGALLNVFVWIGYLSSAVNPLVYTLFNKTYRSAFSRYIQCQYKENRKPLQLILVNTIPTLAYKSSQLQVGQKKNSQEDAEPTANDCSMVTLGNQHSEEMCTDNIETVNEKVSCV
Vif imaging: HIV Vif self-association inhibitors, primary screen, imaging, HEK293T, single point | HEK293T cells, Vif self-association by quenched fluorescence, 24 h | inhibition, % at 7.49 µM | 0.35% of 340,000 active; in the data active = inhibition above about 50%, passing the limit was not always enough; note: some results filed as inactive read as strong as hits
An asterisk follows results filed as active; / = not tested or not shown. This is a random part of the collection, and some 3.1% of all compounds hit somewhere here.

Preview, 3 compounds:
Values run as follows: H9c2 protect	CaV13 ICDI inh	ABCB6 inh MLPCN	PDI inh	aDG glyco up	Granule exo inh	iPSC survival up	N-glyco inh	m5-HT2A agonist	Vif imaging
COc1ccc2c(c1)CC/C2=N\OC(=O)c1ccccc1OC
 : -14.0	-3.8	101.0	-2.1	0.2	-2.3	-1.2	-1.4	4.8	0.3
CC(C(=O)OCC(=O)Nc1ccc2c(c1)OCO2)N1C(=O)c2ccccc2C1=O (stereo unspecified)
 : -4.2	-5.9	89.0	3.2	-0.1	-0.7	-0.5	0.7	0.5	12.1
Cc1cnc(NC(=O)c2ccc(OCC3CCCO3)cc2)s1 (stereo unspecified)
 : -33.0	-6.5	98.0	-9.7	0.0	-3.9	-1.1	-19.9	1.6	5.0

Results, previewed entries included:
Values run as follows: H9c2 protect	CaV13 ICDI inh	ABCB6 inh MLPCN	PDI inh	aDG glyco up	Granule exo inh	iPSC survival up	N-glyco inh	m5-HT2A agonist	Vif imaging
COc1ccc2c(c1)CC/C2=N\OC(=O)c1ccccc1OC
 : -14.0	-3.8	101.0	-2.1	0.2	-2.3	-1.2	-1.4	4.8	0.3
CC(C(=O)OCC(=O)Nc1ccc2c(c1)OCO2)N1C(=O)c2ccccc2C1=O (stereo unspecified)
 : -4.2	-5.9	89.0	3.2	-0.1	-0.7	-0.5	0.7	0.5	12.1
Cc1cnc(NC(=O)c2ccc(OCC3CCCO3)cc2)s1 (stereo unspecified)
 : -33.0	-6.5	98.0	-9.7	0.0	-3.9	-1.1	-19.9	1.6	5.0
NS(=O)(=O)c1cccc(NC(=O)CSc2nnc(C3CC3)n2-c2ccccc2)c1
 : 1.9	-5.4	100.0	5.8	0.2	-5.3	4.1	3.9	3.4	4.8
Cc1ccc2c(c1)N(C(=O)CCC(=O)NCc1ccccc1)CC(C)O2 (stereo unspecified)
 : -7.1	-1.4	91.0	/	-0.1	0.8	-0.7	-7.0	-4.8	0.0
COCC(=O)N(C)CC1CCCN(CCc2ccccc2OC)C1 (stereo unspecified)
 : -2.0	-3.8	93.0	-5.4	0.0	3.0	-0.6	-1.3	4.1	-6.0
CCOC(=O)CN1C(=O)CCSc2ccc(Cl)cc21
 : 0.6	-0.5	98.0	3.3	-0.1	-2.3	-0.5	1.1	1.5	0.6
COCCNC(=S)N/N=C(\C)c1ccccc1F
 : -7.2	-0.2	89.0	-5.9	0.5	-2.3	-2.0	-0.5	-7.3	-3.1
COc1ccc(Nc2cc(C)nc3ccc(OC)cc23)cc1
 : -0.6	-6.9	96.0	-1.2	0.2	-6.8	-0.4	19.3	-6.0	-1.3
O=C(NCCCn1ccnc1)C1CC(c2cccc(Br)c2)=NO1 (stereo unspecified)
 : -7.2	-8.0	100.0	0.2	0.0	-6.8	1.2	0.3	-1.9	-13.7
COc1ccc(NC(=O)C(OC(=O)c2ccc([N+](=O)[O-])o2)c2ccccc2)cc1Cl (stereo unspecified)
 : 52.4*	-7.1	103.0	-3.4	0.0	-2.5	-0.7	-0.4	1.3	-0.6
CC(=O)C1=C(O)C(=O)N(Cc2ccco2)C1c1ccc(F)cc1 (stereo unspecified)
 : 0.0	/	96.0	2.8	-0.1	-2.9	7.9	0.0	3.7	24.2
COC(C[C@H]1O[C@@H]1[C@@H](O)COCc1ccccc1)OC
 : 2.1	-5.0	98.0	-5.4	0.2	-14.6	-2.1	1.6	7.7	-1.6
Cc1cccc2cc(C#N)c(SCC(=O)N3CC(=O)Nc4ccccc43)nc12
 : 7.1	-3.6	126.0	8.5	-0.4	0.7	3.3	12.3	-1.5	61.4*
COc1cc(C#N)ccc1OCC(=O)Nc1ccc(C)c(S(=O)(=O)N2CCOCC2)c1
 : 17.3	-4.3	99.0	2.1	0.0	0.9	-0.3	-0.5	-1.7	-4.0
CC(=O)Nc1ccccc1OCC(=O)NCCc1ccc(Cl)cc1Cl
 : -0.8	-17.9	85.0	-7.9	0.3	0.7	2.5	-1.9	2.0	-4.5
Cc1ccc(S(=O)(=O)Nc2nc3n(n2)C(c2ccc(Cl)cc2)CC(=O)N3)cc1 (stereo unspecified)
 : -1.8	/	102.0	-3.5	0.1	-4.8	-0.2	0.0	8.6	2.2
Cc1cc(C)c2nc(-c3ccccn3)cc(C(=O)NCc3cc(C)n(C)n3)c2c1
 : 18.2	-6.1	101.0	6.2	-0.3	-5.5	1.1	6.0	-5.7	6.8
O=C(Nc1ccc(-c2csc(Nc3cccc(C(F)(F)F)c3)n2)cc1)c1ccccc1
 : -7.2	-3.9	91.0	2.5	0.2	-6.4	4.4	-10.5	5.7	-11.0
COc1ccc(-c2csc(C(C)(O)c3ccccc3)n2)cc1OC (stereo unspecified)
 : -1.6	-12.0	93.0	7.1	0.8	-0.8	1.0	-0.7	0.2	-1.3
COC(=O)c1cc(S(=O)(=O)NCc2ccc(F)cc2)cn1C
 : -5.7	-1.5	105.0	/	0.2	-2.2	1.7	1.6	1.3	2.3
NC(=O)CC1SC(N)=NC1=O (stereo unspecified)
 : -2.0	-0.3	110.0	-0.7	2.0	2.6	5.1	1.1	-4.5	15.7
Cc1ccc(-c2ccc(=O)n(CC(=O)NCC3COCCO3)n2)cc1 (stereo unspecified)
 : -1.6	-4.9	96.0	8.7	0.1	-6.4	-0.7	1.7	-3.9	-0.5
Cc1cc(NC(=O)CSc2nnc(-c3ccccc3Cl)o2)no1
 : -3.2	-4.9	97.0	-7.7	0.0	18.6	-0.4	-0.7	6.6	7.5
COc1ccc(Cc2c(-c3ccccc3)nc3c4ccccc4ccn23)c(C)c1
 : -4.3	-4.7	98.0	/	0.0	9.5	-1.0	0.7	1.1	/
O=C(Cc1ccsc1)N1CCN(S(=O)(=O)c2cccc(F)c2)CC1
 : 1.5	-5.5	109.0	8.8	-0.1	0.0	-0.4	-0.7	-1.0	-3.8
Cc1noc(N)c1C(=O)Nc1ccc(F)cc1
 : 4.2	-6.4	101.0	19.4	-0.1	-2.9	6.0	-0.4	5.9	2.0
CN(C(=O)c1cccc(NC(=O)Cc2cccc(NC(=O)C3CCN(S(=O)(=O)c4cccc([N+](=O)[O-])c4)CC3)c2)c1)C1CC1
 : 3.8	-6.8	101.0	1.3	0.0	2.3	-1.3	0.6	-1.4	-3.8
O=C(Oc1ccc(/C=N/O)cc1)c1ccccc1Cl
 : -5.4	-15.5	99.0	-8.0	0.0	-7.8	0.1	0.3	-0.7	-0.3
CC(C)CCn1cnc2c(NCc3ccccc3)ncnc21
 : 5.2	-8.6	82.0	-4.4	0.2	-1.5	-1.0	-1.8	3.2	-1.1
CC(C)N(Cc1nc(-c2ccccc2)no1)C(=O)CSc1ccccc1
 : -8.7	-1.2	96.0	5.0	0.1	-1.4	-3.5	-2.6	-2.1	-0.8
CC(=O)c1cccc(-c2ccnc3c2CC(C(=O)NCc2ccc(N4CCN(C)CC4)cc2)O3)c1 (stereo unspecified)
 : 13.9	-6.5	93.0	4.0	-0.3	4.9	3.1	10.5	-6.9	0.3
Cc1ccc(SCC(=O)N/N=C/c2ccco2)cc1
 : 8.9	-17.6	98.0	-7.0	0.0	1.2	-0.2	-0.6	-1.4	1.6
N#Cc1nc(-c2ccc(OCc3ccc(Cl)cc3)cc2)oc1NCc1cccnc1
 : -16.1	-6.4	104.0	5.8	0.5	1.1	4.0	0.4	-3.3	3.9
CC(C)CNc1nc(N)c([N+](=O)[O-])c(NCC2CCCO2)n1 (stereo unspecified)
 : -6.2	-2.9	95.0	1.4	-0.5	0.9	4.4	9.3	5.4	7.4
O=c1nc2ccccn2c2ccc(S(=O)(=O)N3CCCCC3)cc12
 : 3.3	-3.3	94.0	-1.2	-0.2	3.1	1.1	-0.4	-8.5	2.8
C=CCOc1nc2c(c(=O)n(C)c(=O)n2C)n1C
 : 4.1	-7.7	100.0	-5.0	0.1	1.1	-1.1	0.1	4.6	-3.1
Cc1ccc(NC(=O)CN(C)C(=O)c2cn(Cc3ccccc3)nc2-c2cccnc2)cc1
 : 10.7	-1.7	92.0	5.3	0.0	-7.3	1.7	1.2	-1.1	5.0
O=C1CC(C2CCCO2)C(=O)N1Cc1ccccc1 (stereo unspecified)
 : 3.7	/	90.0	-2.7	0.1	0.4	7.0	0.7	0.5	1.3
O=C(Nc1cccc(O)c1)C1CC(c2ccc(Cl)cc2)=NO1 (stereo unspecified)
 : -4.6	-3.0	94.0	-0.2	0.1	5.8	-0.5	-1.0	-6.3	1.3
Cc1ccccc1NC(=O)CCC(=O)N/N=C/c1cccnc1
 : 0.3	-7.1	99.0	-2.4	-0.1	-0.5	0.0	2.0	3.0	-5.8
CCN1CCN(c2ccc(S(=O)(=O)N3CCCCC3)cc2NC(=O)Cc2ccc(OC)cc2)CC1
 : 4.5	/	90.0	3.6	-0.4	2.8	0.4	-2.9	-9.0	2.5
CCCN1CCN(CCCNC(=O)C2CCN(c3nnc(-n4c(C)ccc4C)s3)CC2)CC1
 : 1.2	-2.2	100.0	-0.1	-0.6	-11.6	0.8	5.1	0.0	1.2
O=[N+]([O-])c1ccc(F)c(CN2CCN(c3ncc(Cc4ccccc4)cn3)CC2)c1
 : /	-9.4	/	/	0.0	4.2	/	/	-1.3	/
Cc1ccc(C(=O)Nn2cnnc2)cc1
 : 6.0	-6.2	102.0	-1.1	0.0	-7.0	-0.6	0.5	-0.3	0.6
CC1=C(C(=O)OCC(C)C)C(c2cccs2)NC(=S)N1 (stereo unspecified)
 : -2.9	-4.7	97.0	-4.3	-0.2	-7.7	-1.0	-3.3	-0.2	4.4
CCn1nc(C)c(CNC(=O)C2CCC(=O)N(CCc3ccc(OC)cc3)C2)c1C (stereo unspecified)
 : 2.0	-7.4	91.0	-1.8	0.0	-1.3	0.0	0.9	0.1	7.3
C/C(=N\NC(=O)c1ccccc1O)c1ccc(NC(=O)c2ccccc2)cc1
 : 4.4	-5.9	97.0	1.8	0.1	-1.1	-0.3	-0.2	-2.3	2.0
Cc1ccc(C(=O)O/N=C(\N)c2ccccn2)c(C)c1
 : -25.3	-4.1	102.0	-4.7	0.6	1.3	-0.5	-23.9	-7.9	3.2
CC(C)C(NS(=O)(=O)c1cccs1)C(=O)NCCN1CCN(c2ccccc2)CC1 (stereo unspecified)
 : 7.3	/	105.0	1.5	-0.2	5.3	-3.8	0.8	-11.2	2.1
CN1CCN(c2ccc(NC(=O)c3ccc([N+](=O)[O-])o3)cc2Cl)CC1
 : -23.5	-6.7	96.0	5.5	-0.1	24.6	-0.6	-5.3	-2.7	16.1
CCOc1ccccc1N1C(=O)CC(Sc2n[nH]c(-c3ccccc3)n2)C1=O (stereo unspecified)
 : -18.0	0.6	97.0	0.8	0.7	19.1	1.4	-2.6	3.4	-13.1
CCS(=O)(=O)N1Cc2ccccc2CC1C(=O)Nc1ccc(C)cc1 (stereo unspecified)
 : 1.0	-5.5	100.0	5.5	0.2	-1.9	-2.1	0.5	0.6	-0.4

Source: PubChem BioAssay
